Screens (PubChem BioAssay)
TCR activator = activators of T cell receptors | primary human leukocytes, anti-CD3, IL-2 HTRF, 48 h | Potency, µM (highest dose often 9.22 µM), without a hit: top-dose activation of IL-2 secretion, most hits filed as activators | 330,000 tested, under 10 active | AID 504894; active = well fitted activation curve with a large enough effect; inconclusive = small, poorly fitted or top-dose-only effect, or another doubt; inactive = no such curve, though single readings can be large or run the other way; note: % of control where 0% means no effect
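Primary human leukocytes receive a-CD3 beads and test compound and are incubated 48 hr. Secreted IL-2 is then assayed by HTRF, measuring 665nm acceptor emission after 320nm excitation of the europium donor.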
KCNH2 3.1 inh = inhibitors of human KCNH2 3.1 potassium channel isoform; U2OS KCNH2 3.1, thallium flux FluxOr; stronger effect = lower value; activity change, % (tested at about 1.8 µM); 340,000 compounds, 0.95% hits;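 active = maximum activity change below -70%; inconclusive = maximum activity change from -70% to -50%; inactive = maximum activity change above -50%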;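 note: thallium influx rate constant from kinetic fluorescence after stimulation buffer; % is set by controls: 0 for no effect and ±100 for the full control effect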
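Thallium flux read-out: FluxOr dye with Red40 quencher in HBSS/HEPES, 45 min at RT. Rate constants from kinetic reads were normalized to positive and negative DMSO controls. Cells: U2OS virally expressing the 3.1 isoform.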
KCNH2 WT inh = KCNH2 (human, wildtype) channel inhibition; Q12809; U2OS, BacMam KCNH2, thallium flux FluxOr; stronger effect = lower value; activity change, % at 1.84 µM; 340,000 compounds, 0.37% hits;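 active = maximum activity change below -70%; inconclusive = maximum activity change between -70% and -50%; inactive = maximum activity change above -50%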; note: % is set by controls: 0 for no effect and ±100 for the full control effect
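U2OS cells transduced with wild-type KCNH2 virus are loaded with FluxOr dye for 45 min, and thallium flux is measured in kinetic reads before and after stimulation buffer. Rate constants are normalized to DMSO controls.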
Active calls of the source: *; ? = inconclusive. The list is partial (hit frequency here may not be typical).

The opening 4 records as a preview:
[1] Nc1cc2[nH]c(=O)c3ccccc3c2cc1Br
[2] COc1cccc(CN(C)C(=O)c2cccc(S(=O)(=O)Nc3cccc(C)c3)c2)c1OC
[3] Nc1nc(N)nc(-c2cccc(Br)c2)n1
[4] CCN(C(=O)COC(=O)C1COc2ccccc2O1)c1c(N)n(Cc2ccccc2)c(=O)[nH]c1=O (stereo not given)

Screen / compound no.,1,2,3,4
TCR activator,-6%,6%,-8%,8%
KCNH2 3.1 inh,7,-3,-5,23
KCNH2 WT inh,-13,0,-3,-1

This part in full, previewed entries included:
[1] Nc1cc2[nH]c(=O)c3ccccc3c2cc1Br
[2] COc1cccc(CN(C)C(=O)c2cccc(S(=O)(=O)Nc3cccc(C)c3)c2)c1OC
[3] Nc1nc(N)nc(-c2cccc(Br)c2)n1
[4] CCN(C(=O)COC(=O)C1COc2ccccc2O1)c1c(N)n(Cc2ccccc2)c(=O)[nH]c1=O (stereo not given)
[5] O=c1ccn([C@@H]2O[C@H](CNCc3ccc(-c4cc(C(F)(F)F)ccc4Cl)o3)[C@@H](O)[C@H]2O)c(=O)[nH]1
[6] CC(C)NC(=S)NNc1ncnc2sc3c(c12)CC(C)(C)OC3
[7] O=CNc1cc2c(cc1Br)-c1ccccc1C2O (stereo not given)
[8] O=C(N[C@@H](Cc1ccc(O)cc1)C(=O)O)c1ccncc1

Screen / compound no.,1,2,3,4,5,6,7,8
TCR activator,-6%,6%,-8%,8%,1%,-4%,10%,-3%
KCNH2 3.1 inh,7,-3,-5,23,-3,24,5,-10
KCNH2 WT inh,-13,0,-3,-1,-13,-2,0,-35

[9] O=[N+]([O-])c1ccc2[nH]c(=S)[nH]c2c1
[10] COc1ccccc1-c1nnc(-c2ccc(C)cc2)o1
[11] COc1ccc(OC)c(/C=N\Nc2nccs2)c1
[12] CCOC(=O)C(Cc1ccnnc1)=NO
[13] FC(F)(F)c1ccccc1C1=CC(c2ccccc2)n2ncnc2N1 (stereo not given)
[14] Cc1ccccc1Cn1cc(S(=O)(=O)c2ccc(C(C)C)cc2)c(=O)c2cc3c(cc21)OCO3
[15] CC(C#N)(Cc1ccccc1)Nc1ccccc1 (stereo not given)
[16] CCCNC(=O)c1c(CSc2ccc(Cl)cc2)noc1C(=O)NCc1ccccc1

Screen / compound no.,9,10,11,12,13,14,15,16
TCR activator,4%,-5%,-7%,6%,-2%,-5%,4%,3%
KCNH2 3.1 inh,10,-2,6,-12,-4,-1,-1,-41
KCNH2 WT inh,0,4,-4,1,-29,12,-2,-10

Six entries already listed, arranged by the number in TCR activator, high to low:
entry	compound	TCR activator
12	CCOC(=O)C(Cc1ccnnc1)=NO	6%
15	CC(C#N)(Cc1ccccc1)Nc1ccccc1 (stereo not given)	4%
16	CCCNC(=O)c1c(CSc2ccc(Cl)cc2)noc1C(=O)NCc1ccccc1	3%
13	FC(F)(F)c1ccccc1C1=CC(c2ccccc2)n2ncnc2N1 (stereo not given)	-2%
14	Cc1ccccc1Cn1cc(S(=O)(=O)c2ccc(C(C)C)cc2)c(=O)c2cc3c(cc21)OCO3	-5%
11	COc1ccc(OC)c(/C=N\Nc2nccs2)c1	-7%

Next part
[17] Cc1cc(C)c(NC(=O)CSc2nc3ccc(NC(=O)CSc4nnnn4Cc4ccccc4)cc3s2)c(C)c1
[18] CN(C(=O)c1cccc(NC(=O)Cc2cccc(NC(=O)C3CCN(C(=O)c4ccccc4)CC3)c2)c1)C1CCCC1
[19] N#Cc1c(C(F)(F)F)cc(-c2cccs2)nc1SC(C(=O)O)c1ccccc1 (stereo not given)
[20] OCCCNc1nc(-c2ccccc2)c2cc(Cl)ccc2n1
[21] COc1ccc(C(=O)N/N=C/c2c(C)nn(-c3ccccc3)c2OC)cc1
[22] CN1OC[C@@H]2CN(Cc3cc(Cl)cc(Cl)c3)[C@H](c3cccc(-c4ccccc4)c3)C[C@@H]21
[23] CCC[C@H]1CC(=O)C=C(c2ccc(OC)cc2)ON1C(=O)OC(C)(C)C
[24] COC(CNC(=O)C(=O)NCC1OCCN1S(=O)(=O)c1ccccc1)OC (stereo not given)

Screen / compound no.,17,18,19,20,21,22,23,24
TCR activator,1%,0%,1%,-6%,10%,2%,-1%,3%
KCNH2 3.1 inh,-8,-25,4,1,5,8,-20,7
KCNH2 WT inh,?,-7,-1,4,-3,-3,24,5

[25] COC(=O)C1N[C@@H]([C@@H](NC(=O)COc2ccccc2)C(=O)NCc2ccsc2)SC1(C)C (stereo not given in full)
[26] CC(=O)Nc1c(Br)cc2c(c1Br)Cc1cc(Br)ccc1-2
[27] O=C(CC1SC(N2CCCCC2)=NC1=O)Nc1cccc(C(=O)N2CCCC(C(F)(F)F)C2)c1 (stereo not given)
[28] Cc1ccc(C(=O)NCC(C)NC(=O)c2ccc(C)c(C)c2)cc1C (stereo not given)
[29] COc1ccc(CCn2c(-c3cccc([N+](=O)[O-])c3)nc3nc4ccccc4nc32)cc1
[30] CCCC1(C)C(C#N)C(=O)NC(=O)C1C#N (stereo not given)
[31] COc1cc(C)cc2c1OC(c1ccccc1)CC2=O (stereo not given)
[32] CNS(=O)(=O)c1cccc(C(=O)OCC(=O)c2c(N)n(Cc3ccccc3)c(=O)n(C)c2=O)c1

Screen / compound no.,25,26,27,28,29,30,31,32
TCR activator,-7%,1%,-1%,-10%,1%,-3%,1%,8%
KCNH2 3.1 inh,-1,3,14,16,-15,12,13,9
KCNH2 WT inh,11,3,-3,7,-1,0,1,27

[33] Cc1nc2ccccc2cc1C(=O)NCc1ccccc1
[34] COc1cc(C2C(C(=O)c3cccs3)=C(O)C(=O)N2CCN2CCOCC2)ccc1OCCC(C)C (stereo not given)
[35] OCCOCCn1c(C(CO)Nc2nc(-c3ccccc3Br)cs2)nc2ccccc21 (stereo not given)
[36] O=C1CCC[C@H]2c3[nH]c4ccccc4c3CCN12
[37] Cc1ccc(Cn2c(C(C)Nc3nc(-c4ccc(F)cc4)cs3)nc3cc(Cl)c(Cl)cc32)cc1 (stereo not given)
[38] C[C@@H]1CN(S(=O)(=O)C(C)(C)C)[C@@H](CCO)/C1=C\c1ccccc1
[39] O=[N+]([O-])c1ccc(-c2cn3c(n2)SCC3)cc1
[40] COc1cc2c(cc1N)-c1ccc(N)cc1C2

Screen / compound no.,33,34,35,36,37,38,39,40
TCR activator,-8%,-3%,-4%,-1%,11%,-8%,0%,5%
KCNH2 3.1 inh,6,-6,6,1,-11,-6,-4,9
KCNH2 WT inh,-5,-5,-2,3,-13,9,-27,-15

[41] CC(C)(C)OC(=O)N1CCCC(C(=O)Nc2cccc(C(=O)N3CCCCC3)c2)C1 (stereo not given)
[42] Cc1ccc(C(C)C)c(OCC(=O)c2c(O)c3ccccc3oc2=O)c1
[43] C#CCOCCOCCOCCNc1nc(N2CCN(C(=O)C([C@@H](C)CC)n3cc(C(N)COC(=O)C(F)(F)F)nn3)CC2)nc(N2CCN(C(=O)[C@H](Cc3cc4ccccc4[nH]3)n3cc(C(N)CO)nn3)CC2)n1 (stereo not given in full)
[44] COc1ccc(C(=O)N[C@H](C(=O)OCCCOC(=O)[C@@H](NC(=O)c2ccc(OC)cc2)C(C)C)C(C)C)cc1
[45] Cc1ccc(NS(=O)(=O)c2ccccc2)c([N+](=O)[O-])c1
[46] O=C1NCC(Nc2ccccc2)C(=O)N1 (stereo not given)
[47] C=CCn1c(SCCN2C(=O)c3ccccc3C2=O)nc2scc(-c3ccc(F)cc3)c2c1=O
[48] O=C(c1ccco1)N1CCN(C(=O)c2cccn3c(=O)c4c5c(sc4nc23)CCCC5)CC1

Screen / compound no.,41,42,43,44,45,46,47,48
TCR activator,1%,-20%,3%,-1%,0%,1%,10%,11%
KCNH2 3.1 inh,12,2,-1,-12,28,-7,-4,-1
KCNH2 WT inh,0,1,2,2,-2,-39,2,4

[49] Clc1ccc(Nc2nc(-c3ccncc3)cs2)cc1
[50] CCN1C[C@@H]2[C@@H]3C(=O)N(Cc4ccccc4)C(=O)[C@@H]3[C@](Cc3ccccc3)(C1=O)N2C(=O)c1ccc(Cl)c(Cl)c1
[51] O=c1c2c(-c3cccs3)csc2ncn1/N=C/c1ccccn1
[52] CC(C)(C)S(=O)(=O)N1Cc2cc(=O)n(Cc3ccccc3)c(CCO)c2[C@@H]1CCO
[53] CCCCCCCCCCCCN1[C@@H](CC(C)=O)c2cc(F)ccc2S1(=O)=O
[54] COCCNCc1cc(C)n(-c2cc(S(=O)(=O)N3CCOCC3)ccc2N2CCCC2)c1C
[55] CN(C)CCNc1ccc(CO)c2oc3ccc(O)cc3c(=O)c12
[56] CC1CCCCN1Cc1nc2c(c(=O)n(C)c(=O)n2C)n1CCCc1ccccc1 (stereo not given)

Screen / compound no.,49,50,51,52,53,54,55,56
TCR activator,6%,-5%,-2%,3%,-6%,0%,-2%,13%
KCNH2 3.1 inh,-27,-3,3,4,-13,-39,3,-11
KCNH2 WT inh,-15,-2,0,2,-9,3,9,-2

[57] CCC(=O)NC(=S)Nc1ccccc1C(F)(F)F
[58] S=C1NCCN1CC1CCN(CCCC2CCCC2)CC1
[59] O=C(CC(=O)c1ccccc1)CC(O)(C=Cc1ccccc1)c1ccccc1 (stereo not given)
[60] O=C(Nc1ccc(F)cc1)Nc1cccc(Br)c1
[61] COc1ccc(C=CC(=O)c2ccc([N+](=O)[O-])cc2)cc1
[62] N=C(N1CCCc2ccccc21)N1CCCc2ccccc21
[63] Cc1ccc(-c2nnc(N3CCOCC3)c3ccccc23)cc1S(N)(=O)=O
[64] Cn1c(=O)oc2cc(S(=O)(=O)NCC3CCCO3)ccc21 (stereo not given)

Screen / compound no.,57,58,59,60,61,62,63,64
TCR activator,9%,4%,-2%,-1%,-1%,4%,-1%,5%
KCNH2 3.1 inh,-10,-37,23,21,0,-47,-2,26
KCNH2 WT inh,0,41,1,-7,-8,11,0,-12

[65] O=C(Cn1cc(COc2ccc(C(=O)c3ccccc3)cc2)nn1)c1ccc(O)cc1
[66] COc1cccc(/C=N/n2nnnc2N)c1OCC#N
[67] CCOC1CCCC(n2cnc3c(=S)nc[nH]c32)O1 (stereo not given)
[68] CN1CCN(C2Cc3cc(F)ccc3Sc3ccc(Cl)cc32)CC1 (stereo not given)
[69] Cc1ccc(/C(O)=C2/C(=O)C(=O)N(CCCn3ccnc3)C2c2cccnc2)cc1 (stereo not given)
[70] COC(=O)c1ccc(/C=C2\SC(=S)N(CCCC(=O)N3CCOCC3)C2=O)cc1
[71] COC(=O)c1ccccc1NC(=O)CN(c1ccccc1)S(=O)(=O)N(C)C
[72] Cc1cccn(Cc2c(Cl)cccc2Cl)c1=O

Screen / compound no.,65,66,67,68,69,70,71,72
TCR activator,13%,-4%,4%,-4%,-8%,-2%,-2%,0%
KCNH2 3.1 inh,0,-5,-13,-78*,10,9,-3,8
KCNH2 WT inh,-1,2,0,-8,3,0,5,0

[73] C=C1CCN([C@@H](Cc2ccccc2)C(=O)NCc2ccc(Cl)cc2)S(=O)(=O)c2ccccc21
[74] O=C(COc1ccc(Br)cc1)NN1C(=O)c2ccccc2C1=O
[75] O=C1NC[C@H](Cc2ccccc2)N(CC2CCN(CCC3CCCC3)CC2)C1=O
[76] C[C@H]1CCC[C@]2(O[C@@H](CCO)C[C@@H](O)[C@@H]2O)O1
[77] Cc1nc(CCNC(=O)CC2C(=O)NCCN2CC(C)(C)C)nc2c1CCC2 (stereo not given)

Screen / compound no.,73,74,75,76,77
TCR activator,2%,-22%,8%,-1%,7%
KCNH2 3.1 inh,-70*,5,?,4,-12
KCNH2 WT inh,-15,4,?,-1,-17
